TTR transcr act – TTR transcription activators in neuroblastoma reporter cells, primary screen, cell-based, luminescence, SH-SY5Y, TTR promoter Gaussia luciferase. actives 1.3% (n = 92,000). activation, % at 16.7 µM. 100% = recombinant luciferase protein wells. AID 1117267, 2014;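 active = activation above the mean of all tested compounds plus 3 SD, cut at about 9.5% in these data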;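 note: cells exposed to compounds for one day before reading; 0% = median of all test compound wells on the plate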
Starred values were filed as active, the others as inactive. Only part of the results is shown; rates above refer to the full screens.

SMILES | TTR transcr act
CC(C)C(=O)Nc1c2c(nn1-c1ccc([N+](=O)[O-])cc1)CS(=O)(=O)C2 | -1.3
CC(=O)c1ccc(NC(=O)COC(=O)c2c[nH]c3ccccc23)cc1 | -1.7
COC(=O)c1cc(=O)nc2sc3ccccc3n12 | -1.8
COC(=O)C1(CCSC)NC(c2ccco2)C2C(=O)N(C)C(=O)C21 (stereo unspecified) | -0.3
COc1cccc(Sc2cc(N3CCOCC3)nc(-c3ccccc3)n2)c1 | -2.5
Cc1cnc(C(=O)NCC(c2ccccc2)c2ccccc2)cn1 | -1.8
CC(=O)Oc1ccc([N+](=O)[O-])cc1N1C(=O)c2ccccc2C1=O | 3.3
O=C(O)c1c2c(nc3ccccc13)CCCCC2 | -0.1
Cc1csc(=O)n1CCC(=O)OCC(=O)c1ccc(Br)cc1 | -0.5
O=C(COc1ccccc1)NCc1nnc2c3ccccc3c(-c3ccccc3)nn12 | 3.4
Cc1ccc(NCC(=O)N=Nc2c(O)[nH]c3ccc([N+](=O)[O-])cc23)cc1 | -1.7
CCN(CC)C(=O)[C@H]1CC(CC(=O)NCc2ccc(OC)c(OC)c2)C(=O)N2CCc3c([nH]c4ccc(OC)cc34)[C@]12C (stereo partly specified) | 3.3
CCCNC(=O)C1(C)CCN(Cc2cc(C(F)(F)F)ccc2Cl)C1 (stereo unspecified) | -0.1
Cc1ccc(NC(=S)c2ccncc2)cc1 | -0.3
COc1ccc(C)cc1NC(=O)CN1C(=O)COc2ccc(C)cc21 | 4.4
C=CCC1(C)C(=O)N(c2ccccc2)c2ccccc21 (stereo unspecified) | -1.8
CCOC(=O)c1c(-c2ccc(C)cc2)csc1NC(=S)NC(=O)c1ccccc1 | 0.7
COC(=O)CCC(=O)c1oc2ccc(OC)cc2c1N | -0.8
CN(C)c1nnnn1Cc1ccccc1 | 3.0
CC(NC(=O)[C@H](C)NC(=O)c1ccco1)c1ccc(S(N)(=O)=O)cc1 (stereo partly specified) | -1.0
COc1ccc(S(=O)(=O)Cc2ccc(C(=O)NCCc3cc(OC)ccc3OC)o2)cc1 | 0.8
Cc1ccc(/C=N/Nc2ncnc3nc[nH]c23)cc1 | -1.4
Nc1nonc1-c1noc(-c2ccccc2)n1 | 2.2
CCC(NC(=O)NC1CCCCC1)c1ccccc1 (stereo unspecified) | 3.4
CCCCn1cnc2c(SCc3ccc([N+](=O)[O-])cc3)nc(N)nc21 | 0.6
CN(C(=S)Nc1ccc(Oc2ccccc2)cc1)C1CCCCC1 | -3.9
Cc1ccc(SCC(=O)NC2CCS(=O)(=O)C2)cc1 (stereo unspecified) | 0.3
Brc1cccc(-c2n[nH]c(-c3ccccc3)n2)c1 | 0.5
COc1ccc(NS(=O)(=O)c2cc(NC(=O)c3cc(F)c(F)cc3Cl)ccc2N2CCOCC2)cc1 | 0.4
Cc1ccc(C(=O)NNC(=O)CSc2nc(N)cc(N)n2)cc1 | 0.5

Gathered by group: those above with an NH in an aromatic ring
SMILES | TTR transcr act
CC(=O)c1ccc(NC(=O)COC(=O)c2c[nH]c3ccccc23)cc1 | -1.7
Cc1ccc(NCC(=O)N=Nc2c(O)[nH]c3ccc([N+](=O)[O-])cc23)cc1 | -1.7
CCN(CC)C(=O)[C@H]1CC(CC(=O)NCc2ccc(OC)c(OC)c2)C(=O)N2CCc3c([nH]c4ccc(OC)cc34)[C@]12C (stereo partly specified) | 3.3
Cc1ccc(/C=N/Nc2ncnc3nc[nH]c23)cc1 | -1.4
Brc1cccc(-c2n[nH]c(-c3ccccc3)n2)c1 | 0.5

Following part:
SMILES | TTR transcr act
O=C(c1[nH]c(C(F)(F)F)nc1-c1ccccc1)N1CCN(c2cccc(C(F)(F)F)n2)CC1 | -1.7
CC1(Cc2ccccc2C#N)C(=O)Nc2ccc(-c3ccccc3)cc21 (stereo unspecified) | 1.7
Cc1cc(C)cc(NC(=O)COC(=O)c2ccc3c(c2)OCCO3)c1 | 5.2
Cc1cc(C)c(C)c(C(=O)COC(=O)CNC(=O)CN2C(=O)c3ccccc3C2=O)c1C | 0.5
COc1ccc(CCN2CC(C(=O)N(C)C3CCOCC3)CCC2=O)cc1 (stereo unspecified) | 1.7
CC(C)(C)NC(=O)c1ccc2c3c(cccc13)CC2 | 0.3
COc1ccc(CC(=O)N(C)C2CCCCC2)cc1S(=O)(=O)N1CCOCC1 | 1.1
COc1ccccc1C(=O)Nc1ccc(S(=O)(=O)NC2=NCCCCC2)cc1 | 0.6
O=C(NCCc1ccccc1)C1c2ccccc2C(=O)N1Cc1cccs1 (stereo unspecified) | 0.2
CN(CC(=O)Nc1ccc(F)c(F)c1F)C(=O)CN1C(=O)NC2(CCCC2)C1=O | -0.3
CN(C)c1ccc(C(=O)OCC(=O)N2CCOCC2)cc1 | -0.3
C[C@H]1[C@@H](NCc2ccccc2)CC[C@@]23CCCN2C(=O)CCC[C@@H]13 | 0.7
O=C1/C(=C/C=C/c2ccco2)SC(=S)N1NS(=O)(=O)c1ccccc1 | 0.7
COc1cc(C(C)=O)ccc1OC(C)C(=O)Nc1ccc(S(=O)(=O)N2CCCC2)cc1 (stereo unspecified) | 10.0*
c1ccc(-c2nc3ccccn3c2-c2ccccc2)cc1 | -1.2
CCN(CC)S(=O)(=O)c1ccc(N2CCOCC2)c(NC(=O)c2ccc(C#N)cc2)c1 | -0.2
CC1(C(=O)Nc2ccc3c(c2)OCCO3)CCN1Cc1ccccc1OC(F)F (stereo unspecified) | -0.6
Cc1ccc(C(=O)N/C(=C/c2ccc(C(C)C)cc2)C(=O)NCCCN2CCOCC2)cc1 | -1.9
COc1nc(NC2CCCCC2)nc(N2CCCCCC2)n1 | -3.0
Nc1c(C(=O)Nc2cccc(Cl)c2Cl)sc2nc(-c3cccnc3)ccc12 | -1.6
O=C(Nc1nc(-c2ccc(F)cc2)cs1)c1ccc(N2C(=O)CCC2=O)cc1 | -0.2
CCOc1ccc(CCNC(=O)Cn2c(-c3nonc3N)nc3ccccc32)cc1OCC | -0.9
COc1ccc(C(CC(=O)Nc2nccs2)n2cccc2)cc1 (stereo unspecified) | 6.0
C[C@@H]1COC(=O)[C@@H](CC(=O)OC(C)(C)C)C/C=C\C[C@H](CC(=O)NCCO)C(=O)N1 | 0.1
COc1ccc(NC(=O)CCOc2ccccc2F)cc1S(=O)(=O)N1CCCCC1 | -2.5
CCC(C(=O)NC(C)(C)C)N(Cc1cccs1)C(=O)CNS(=O)(=O)c1ccccc1 (stereo unspecified) | -1.1
COc1ccc(CNC(=S)Nc2ccccc2C)cc1 | -3.1
CCCC[C@@H]1CC2=C(C(=O)OC(C)(C)O2)[C@@H](c2ccc(F)cc2)O1 | 2.0
COc1ccc2c(c1)CCc1c(C(=O)N3CCCc4ccccc43)noc1-2 | -2.2
Cc1nc(CS(=O)c2ccc(Cl)cc2)cc(NCc2ccc(Cl)cc2Cl)n1 (stereo unspecified) | 4.5

Sorted by SMILES length (ascending): some entries from above.
SMILES | TTR transcr act
COc1ccc(C(CC(=O)Nc2nccs2)n2cccc2)cc1 (stereo unspecified) | 6.0
COc1ccc(CC(=O)N(C)C2CCCCC2)cc1S(=O)(=O)N1CCOCC1 | 1.1
CN(CC(=O)Nc1ccc(F)c(F)c1F)C(=O)CN1C(=O)NC2(CCCC2)C1=O | -0.3

(next part)
SMILES | TTR transcr act
CC1(OC(=O)c2ccc(Cl)nc2)C(=O)C=C2C=C3CCCN3C=C2C1=O (stereo unspecified) | 9.5
Cc1ccc2c(C(=O)CN3CCN(C(=O)c4ccco4)CC3)c(C)[nH]c2c1 | -1.1
COc1ccccc1CC(=O)O/N=C(\N)c1ccccn1 | 0.3
COc1cccc(-c2cc3c(=O)n(-c4ccccc4)c(=S)[nH]c3s2)c1 | -2.3
N#Cc1c(NC(=O)CSc2ccccn2)oc(-c2ccccc2)c1-c1ccccc1 | -2.9
C=CCCO[C@@H]1O[C@@H](C)[C@H](O)C[C@H]1O | 1.0
Cc1ccc(S(=O)(=O)C2(C(=O)Nc3cccnc3)CC2)cc1 | -0.8
CN(C(=O)/C=C/c1cnc2ccccc2c1)C1CCCCC1 | -3.5
CCOc1ccccc1CNC(=O)c1ccc(NC(=O)C2=C(C)OCCS2)cc1 | 1.1
Cc1ccc(C(=O)CC(=O)c2ccc(C(C)(C)C)cc2)cc1 | 1.5
COc1cccc(CNC(=O)c2nnn(CC(=O)Nc3c(C)cccc3C)c2N)c1 | 3.7
O=C(CSc1cccc[n+]1[O-])c1cc(Cl)ccc1Cl | 9.9*
COc1ccccc1C(=O)N1CCc2ccccc21 | -2.0
COc1ccc([C@H]2C[C@@H](n3cc(COC(=O)c4ccccc4)nn3)[C@H](O)CN2C(=O)c2cccs2)cc1 | -1.2
O=c1ccncn1C1OC(CO)C(O)C1O (stereo unspecified) | 13.2*
COc1ccc(CCNC(=O)CN(c2cc([N+](=O)[O-])ccc2OC)S(C)(=O)=O)cc1OC | 1.1
CC(C)(C)n1nnnc1C(c1cc2ccccc2o1)N1CCN(C(=O)OCc2ccccc2)CC1 (stereo unspecified) | 1.1
N#CCCn1[nH]c(-c2ccccc2)cc1=O | 5.3
CC1(C(=O)N/N=C/c2cc3c(cc2Br)OCO3)CC1(Br)Br (stereo unspecified) | -1.8
CCCN=C1N(CC)C[C@@H]2[C@@H]3C(=O)N(C)C(=O)[C@@H]3[C@](Cc3ccccc3)(C(=O)OC)N12 | 2.4
O=C1N/C(=N/N=C/c2ccccc2O)SC1Cc1ccc(F)cc1 (stereo unspecified) | -1.0
Cc1ccccc1CC1(CO)CCCN(Cc2nc(-c3cccs3)oc2C)C1 (stereo unspecified) | 1.0
Cc1ccc(S(=O)(=O)n2nc(C)c(C#N)c2N)cc1 | 3.1
CN(C(=O)c1cccc(NC(=O)Cc2cccc(NC(=O)C3CCN(C(=O)C4CCC4)CC3)c2)c1)C1CCC1 | 3.4
COC(=O)C1C2CC(=O)C(C2)C1C(=O)OC (stereo unspecified) | 2.3
CSc1ccccc1C(=O)NC1CCCN(Cc2ccccc2F)C1 (stereo unspecified) | 1.2
O=C(O)CCCNC(=O)CCCNC(=O)C(c1ccccc1)c1ccccc1 | 3.4
Cc1ccc(/C=C2\SC(=S)N(c3cccnc3)C2=O)cc1 | 3.0
CCOc1ccc2c(C)nc(NC3=NC(C)(C)C=C(C)N3)nc2c1 | -3.3
CC(=O)OCC(=O)C1CCC2C3CCC4=CC(=O)C=CC4(C)C3CCC12C (stereo unspecified) | -0.6

Following part
canonical_smiles	TTR transcr act
Cc1ccc(-c2ccnc3[nH]n(-c4ccccc4)c(=O)c23)cc1	-0.6
Cc1cc(N2CCOCC2)n2nc(-c3cccc(F)c3)cc2n1	0.3
Cc1[nH]c(=O)[nH]c(=O)c1/C=N/NC(=O)[C@@H](NC(=O)OC(C)(C)C)C(C)C	2.5
Cc1ccccc1CN(C)CC(=O)Nc1ccccc1-c1ccccc1	0.8
COC(=O)c1c(NC(=O)C(Cl)Cl)sc2c1C(C(=O)OC)CC2 (stereo unspecified)	1.1
CCc1nnc(NC(=O)c2ccc3nc(CC)c(CC)nc3c2)s1	-3.2
CC(C)CNC(=O)OCc1cn(Cc2ccc(Cl)cc2)nn1	1.8
COC(=O)c1c(C)[nH]c(C(=O)/C=C/c2cccc(Cl)c2)c1C	2.1
COc1ccc(/C=C/c2cc[n+](C(=O)Cc3ccccc3)cc2)cc1	-0.3
Nc1ccc(S(=O)(=O)NC2=NCCCCC2)cc1N	-0.1
CC1(C)CC(=O)C=C(Nc2ccc(Br)cn2)C1	4.8
Cc1c(/C=N/N=C2\CCC3C4CCc5cc(O)ccc5C4CCC23C)cnn1C (stereo unspecified)	-3.8
COc1cccc(C(=O)NNC2=C(C(=O)C(F)(F)F)CCC2)c1	-2.6
N/C(Cc1ccc([N+](=O)[O-])cc1)=N\OC(=O)c1cccc(Br)c1	2.6
O=C(CCS(=O)(=O)c1ccc(Cl)cc1)N1CCN(c2ccc(F)cc2)CC1	0.9

Overlap with the part before: 2 compounds, followed by the next part.
canonical_smiles	TTR transcr act
N/C(Cc1ccc([N+](=O)[O-])cc1)=N\OC(=O)c1cccc(Br)c1	2.6
O=C(CCS(=O)(=O)c1ccc(Cl)cc1)N1CCN(c2ccc(F)cc2)CC1	0.9
CCOc1ccc(N(Cc2cc3cc(C)ccc3[nH]c2=O)S(=O)(=O)c2ccccc2)cc1	-0.8
O=C(COC(=O)c1cccc(S(=O)(=O)N2CCN(c3ccccc3)CC2)c1)NCC1CCCO1 (stereo unspecified)	1.2
CSc1nc2nc3c(c(=O)n2[nH]1)CCC3	3.3
CCOC(=O)c1c(C)nc2c(c1-c1ccc(OC)cc1)C(=O)CC(C)(C)C2	-1.3
Cc1c(S(=O)(=O)c2ccccn2)c(N)n(Cc2ccccc2Cl)c1C	-1.5
COc1ccccc1/C=C\C=N\n1c(C2CCCCC2)n[nH]c1=S	4.2
COc1cccc(C(=O)/C=C/Nc2ccc(S(=O)(=O)Nc3nc(C)cc(C)n3)cc2)c1	0.4
COCCn1c(C)nnc1SCC(=O)Nc1ccccc1[N+](=O)[O-]	0.8
Cn1c(=O)c2[nH]c(NN=Cc3ccccc3)nc2n(C)c1=O	1.1
Cc1ccc(NC(=O)CN(C)C(=O)CSc2nnnn2C)cc1	-1.2
O=C(CSc1nnc(SCc2ccccc2)s1)N/N=C/C=C\c1ccco1	-1.9
O=C(c1ccccc1F)c1cc2c(cc1[N+](=O)[O-])OCCO2	1.4
COc1ccc(/C=N/N=C2/SCC(=O)N2Cc2ccccc2)cc1	-0.6
O=C(Cc1ccccc1)N/N=C/c1ccccc1Cl	-0.1
CC(=O)Nc1cc(-c2cccc(C(=O)N(C)C)c2)cn2c(-c3ccccc3)cnc12	-1.6
C/C(=N/NC(N)=S)c1ccccc1[N+](=O)[O-]	1.6
Cc1cccc(CN2CCN(C3CN(C4CCCCC4)S(=O)(=O)C3)CC2)c1 (stereo unspecified)	5.5
